From PubChem
Giardia kill = Giardia lamblia killing | Giardia lamblia trophozoite viability | activity change, % at 7.66 µM, hits read low | actives 0.15% (n = 340,000); in the data active = activity change below about -80%; inconclusive = between about -30% and that limit;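 note: parasites exposed to compound for two days anaerobically before the ATP read; % is set by controls: 0 for no effect and ±100 for the full control effect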
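Anaerobic 48 hrs incubation at 37 deg C of 100 trophozoites/well with test compounds; ATPLite 1-Step luminescence, 15-30 min RT, reports cellular ATP as viability.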
B2AR arrestin = recruits beta-arrestin to the human beta2-adrenergic receptor; P07550; beta-arrestin recruitment to beta2AR, cell-based reporter; actives 0.02% (n = 330,000); Potency, µM (top dose mostly 46.1 µM), for the others: at the highest dose activation, usual class: activators;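 note: potency is the fitted concentration of half-maximal effect; 0% = DMSO controls and full agonism = EC100 isoproterenol or metaproterenol; nearly all actives have a fitted effect of over 65% in size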
Target sequence (P07550 whole entry, looked up): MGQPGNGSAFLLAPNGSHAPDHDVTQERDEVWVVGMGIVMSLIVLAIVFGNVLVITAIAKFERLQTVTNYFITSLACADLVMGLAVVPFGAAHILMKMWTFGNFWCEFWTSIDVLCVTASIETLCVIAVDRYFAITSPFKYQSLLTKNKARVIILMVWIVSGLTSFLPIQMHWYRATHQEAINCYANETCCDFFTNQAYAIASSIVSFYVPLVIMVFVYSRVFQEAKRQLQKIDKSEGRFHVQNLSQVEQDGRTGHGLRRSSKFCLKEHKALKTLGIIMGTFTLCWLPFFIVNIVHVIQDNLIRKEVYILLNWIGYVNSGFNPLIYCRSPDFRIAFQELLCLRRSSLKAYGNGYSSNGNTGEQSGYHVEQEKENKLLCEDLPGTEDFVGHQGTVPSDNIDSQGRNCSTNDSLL
Tb PFK inh = inhibitors of T. brucei phosphofructokinase; O15648; T. brucei PFK, ADP-Glo luminescence; Potency, µM (doses to about 57.5 µM), for the others: at the top dose activity, negative = inhibition, actives largely listed as inhibitors; actives 0.17% (n = 330,000); AID 485367;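 note: potency is the fitted concentration of half-maximal effect; 0% = uninhibited 1x PFK enzyme wells and -100% = no-enzyme wells; nearly all actives have a fitted effect of over 60% in size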
Target sequence (O15648 whole entry, looked up): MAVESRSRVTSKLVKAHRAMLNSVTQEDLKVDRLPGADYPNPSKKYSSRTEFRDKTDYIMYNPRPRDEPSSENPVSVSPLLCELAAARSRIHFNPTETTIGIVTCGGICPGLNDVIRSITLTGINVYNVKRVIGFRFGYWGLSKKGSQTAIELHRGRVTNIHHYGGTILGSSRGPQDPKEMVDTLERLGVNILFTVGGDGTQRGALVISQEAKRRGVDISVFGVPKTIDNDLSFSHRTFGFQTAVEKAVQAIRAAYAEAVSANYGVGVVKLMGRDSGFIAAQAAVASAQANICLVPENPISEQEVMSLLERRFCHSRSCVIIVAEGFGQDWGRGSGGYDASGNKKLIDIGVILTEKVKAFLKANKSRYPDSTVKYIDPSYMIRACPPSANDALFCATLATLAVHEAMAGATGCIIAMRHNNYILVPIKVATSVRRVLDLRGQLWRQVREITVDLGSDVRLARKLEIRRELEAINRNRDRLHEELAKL
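Luminescent ADP detection (ADP-Glo, two-step: ATP depletion then ADP-to-ATP conversion for luciferase) reported PFK activity after 45 min room-temperature reaction of 1.25 nM enzyme with 0.5 mM F6P and 0.1 mM ATP at pH 8.0.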
GALK inh = blocks human galactokinase activity; Purified GALK, Kinase-Glo residual ATP luminescence; Potency, µM (highest dose often 57.5 µM), without a hit: at the highest dose activity change, negative = inhibition, usual class: inhibitors; actives 0.007% (n = 270,000); AID 1868; note: potency is the fitted concentration of half-maximal effect; % is set by controls: 0 for no effect and ±100 for the full control effect
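5 nM enzyme, 35 uM ATP, 100 uM galactose, 20 mM HEPES pH8.0, 5 mM MgCl2; 1 h RT; residual ATP by Kinase-Glo Plus luminescence, qHTS format.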
Menin MLL FP TR = displaces Texas Red mutant MLL peptide from human menin; Menin + Texas Red MLL mutant peptide, fluorescence polarization; AID 1768; Potency, µM (top dose mostly 61.6 µM), inactives show top-dose FP activity change, negative = inhibition, most hits filed as inhibitors; actives 0.23% (n = 270,000); O00255; active = well fitted inhibition curve with a large enough effect in the polarisation, with a control signal flat, not every such curve was filed as active; inconclusive = small, poorly fitted or top-dose-only effect, or effect the other way, or a change in a side signal; inactive = no such curve, though single readings can be large or run the other way; the % refers to the polarisation; note: potency is the fitted concentration of half-maximal effect; % of control where 0% means no effect; many of its hits are not listed in these tables
S-ASM inh = human S-ASM enzyme inhibition. P17405. placental ASM, HMU-PC fluorogenic substrate, 60 min. Potency, µM (series often up to 57.5 µM), without a hit: at the highest dose activity change, negative = inhibition, actives largely listed as inhibitors. actives 0.006% (n = 340,000); note: potency is the fitted concentration of half-maximal effect
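Fluorogenic HMU-PC substrate (9 uM final) is turned over by placental ASM in 60 min at 37 C after a 10 min compound preincubation. Reaction ended by alkaline stop (pH 10), with fluorescence read at 386/447 nm.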
PKM2 act = increases activity of human pyruvate kinase M2 | P14618 | purified PKM2, Kinase-Glo ATP luminescence, activation; response scale: 0% is enzyme alone, no compound | Potency, µM (highest dose often 57.5 µM), without a hit: top-dose activation, actives largely listed as activators | actives 0.34% (n = 260,000); note: potency is the fitted concentration of half-maximal effect; % is set by controls: 0 for no effect and ±100 for the full control effect; nearly all actives have a fitted effect of over 55% in size
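Kinase-Glo luminescence reports ATP generated from ADP (0.1 mM) and PEP (0.5 mM) by purified hPK-M2 after 1 h at room temperature, pH 7.2 imidazole buffer; intermediate enzyme activity allows detecting inhibitors and activators.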
BCR signal inh = inhibitors of chronic active B-cell receptor signaling. ABC-DLBCL IkBa-CBG/CBR reporter, luminescence ratio, 4 h. Potency, µM (titrated, usually from 46.1 µM), inactives show at the top dose ratio change, negative = lower green/red ratio, hits mostly inhibitors. actives 0.05% (n = 340,000); active = well fitted inhibition curve with a large enough effect in the signal ratio, with a control signal flat, not every such curve was filed as active; inconclusive = small, poorly fitted or top-dose-only effect, or effect the other way, or a change in a side signal; the % refers to the signal ratio;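 note: potency is the fitted concentration of half-maximal effect; plate controls were basal doxycycline-induced cells for no effect and cells given 10 µM MG132 for full effect; MG132 reads +100%, hits lower the ratio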
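Cell line TMD8 (human ABC DLBCL), stably expressing tet-inducible CBG68-IkBa fusion and CBR; IMDM/0.5% FBS; cpd up to 46 uM; dox induction, 4 h, 37C/5% CO2; dual luminescence; green/red ratio; MG132 control.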
Coupling enz = coupling enzyme interference in Giardia aldolase counter-screen; activity change, negative = inhibition, % at 58.2 µM, hits read low; actives 0.67% (n = 290,000); coupling enzyme system counterscreen, AmpLite Red fluorescence; in the data active = activity change below about -30%; note: % is set by controls: 0 for no effect and ±100 for the full control effect
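First, compound is pin-transferred into glyceraldehyde-3-phosphate coupling-enzyme reagent at 57.5 uM final and held 10 min at RT. Next, substrate, coupling system and AmpLite Red are added. After 20 min RT, fluorescence (525/598 nm) is read.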
PTAP TSG101 blk = blocks PTAP/TSG101 interaction to inhibit HIV-1 budding. Fluorescence polarization, FITC-PTAP peptide / Tsg101 binding. Potency, µM (series often up to 115 µM), for inactives: at the highest dose activity change, negative = inhibition, usual class: inhibitors. 340,000 tested, under 10 active. AID 493005; active = well fitted inhibition curve with a large enough effect in the main read-out, with a control signal flat, not every such curve was filed as active; inconclusive = small, poorly fitted or top-dose-only effect, or effect the other way, or a change in a side signal; inactive = no such curve, though single readings can be large or run the other way; note: potency is the fitted concentration of half-maximal effect; % of control where 0% means no effect
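Steps: Tsg101 binding domain dispensed (10 uM final), compounds pinned in DMSO, FITC-labeled PTAP-motif peptide added (50 nM final); after 20 min binding at room temperature, polarization measured.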
a7 integrin act = activators of alpha7 integrin expression for muscular dystrophy | alpha7betagal myoblasts, beta-gal FDG fluorescence, 48 h | actives 0.064% (n = 350,000) | Potency, µM (series often up to 38.3 µM), without a hit: at the top dose activation, hits mostly activators;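 note: potency is the fitted concentration of half-maximal effect; 100% = response of the positive control SU9516; nearly all actives have a fitted effect of over 60% in size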
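Alpha7betagal+/- myoblasts (passage 13) were plated 16-24 hr, then exposed to compounds (1:260 dilution of DMSO stock) for 48 hours at 37C. After MPER lysis, β-galactosidase reporter activity was read as FDG fluorescence (ex 480/em 540) after 30 minutes.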
* = called active by the depositor; u = inconclusive; x = not tested or not shown; [ ] = another dose, or the depositor's remark. Unless noted, calls come from the whole dose curve; as a rule, active = well fitted curve in the direction sought with a large enough effect; inconclusive = small, poorly fitted or top-dose-only effect, or another doubt; inactive = no such curve, though single readings can be large; an effect the other way counts as inactive or inconclusive.

[1] CC(Sc1nc2cc([N+](=O)[O-])ccc2n1-c1cccc(C(F)(F)F)c1)C(=O)NC(N)=O (stereo unspecified)
[2] Cc1cc(C(=O)OCC(=O)NCCc2ccc(S(N)(=O)=O)cc2)c2ccccc2n1
[3] O=C1N(Cc2ccccc2F)c2ccccc2C12OCCCO2
[4] O=C(CN(c1ccc(Cl)cc1)S(=O)(=O)c1ccccc1)N/N=C/c1ccco1
[5] CCOC(=O)C1=C(COC(=O)COc2ccc(C(=O)CC)cc2)NC(=O)NC1C (stereo unspecified)
Compound | 1 | 2 | 3 | 4 | 5
Giardia kill | 0 | 26 | 4 | 18 | 5
B2AR arrestin | -1.0% | -0.1% | 0.2% | 0.0% | 0.3%
Tb PFK inh | 3% | -8% | -3% | 2% | -13%
GALK inh | 3% | x | 0% | -3% | x
Menin MLL FP TR | 13% | x | 4% | -9% | x
S-ASM inh | -4% | 2% | -1% | -8% | -1%
PKM2 act | 3% | x | -5% | 0% | x
BCR signal inh | 1% | u | 5% | 7% | 4%
Coupling enz | -5 | x | x | 6 | x
PTAP TSG101 blk | 1% | -2% | -3% | -5% | -4%
a7 integrin act | 21% | 18% | -21% | u | -11%

[6] O=C(COC(=O)COc1ccc(Cl)cc1)Nc1ccc(F)c([N+](=O)[O-])c1
[7] Cn1c(CC(=O)Nc2ccccc2F)nnc1SCC(=O)Nc1nncs1
[8] C1=C(c2ccco2)N2CCN=C2S1
[9] CC(CCc1ccc(O)cc1)NCc1ccc(Cl)cc1Cl (stereo unspecified)
[10] COC(=O)C1=C(O)CSC1=Nc1ccc(C)cc1
Compound | 6 | 7 | 8 | 9 | 10
Giardia kill | 8 | -8 | 6 | 12 | 4
B2AR arrestin | -1.3% | 0.2% | -0.4% | 4.4% | -0.1%
Tb PFK inh | -7% | 4% | -2% | 0% | 3%
GALK inh | 2% | 0% | 4% | -3% | 2%
Menin MLL FP TR | 10% | 12% | 2% | -15% | -3%
S-ASM inh | u | 10% | 3% | -2% | 3%
PKM2 act | -11% | 0% | 11% | 1%[11.5 µM] | -5%
BCR signal inh | 0% | -7% | u | 12% | -5%
Coupling enz | -4 | 3 | 1 | 2 | 3
PTAP TSG101 blk | 0% | 0% | 1% | -1% | -1%
a7 integrin act | -13% | 0% | 4% | -20% | 0%

[11] CCc1ccc(CN2CCSCC2)cc1
[12] CCN(CC)S(=O)(=O)c1ccc(NC2c3ccccc3C(=O)N2CCN2CCOCC2)cc1 (stereo unspecified)
[13] CC(=O)NCCNC(=O)C1CCCCN1S(=O)(=O)c1ccccc1 (stereo unspecified)
[14] Cc1nc2ccc(Cl)cc2c(-c2ccccc2)c1CC(=O)O
[15] O=C1OCCN1C(=O)[C@H]1[C@H](c2ccc(Cl)cc2)C(c2ccccc2)=NN1c1ccc(Br)cc1
Compound | 11 | 12 | 13 | 14 | 15
Giardia kill | -27 | -10 | 8 | -12 | -15
B2AR arrestin | -0.5% | -0.4% | 0.0% | -0.5% | -0.4%
Tb PFK inh | -4% | -2% | u | 0% | 0%
GALK inh | 3% | 1% | -3% | 0% | x
Menin MLL FP TR | -5% | -2% | -19% | 0% | -13%
S-ASM inh | -2% | 6% | 9% | 9% | x
PKM2 act | 3% | -6% | -25% | 0% | x
BCR signal inh | 1% | 2% | -4% | 1% | u
Coupling enz | 3 | 0 | 0 | 11 | -4
PTAP TSG101 blk | -15% | -1% | -1% | -4% | -1%
a7 integrin act | u | -5% | 11% | 12% | 27%

[16] OCC1CCCN(C(=S)Nc2ccc(OC(F)F)cc2)C1 (stereo unspecified)
[17] COC(=O)Nc1nc(-c2ccccc2)c(C(=O)c2ccc(Cl)cc2)s1
[18] COc1cc(N)c(Cl)cc1C(=O)OCC(=O)N1CCCCCC1
[19] CCOC(=O)N1CCN(S(=O)(=O)c2cn(C)c(=O)n(C)c2=O)CC1
[20] O=C(COC(=O)CCN=C1NS(=O)(=O)c2ccccc21)NC1CCCCCCC1
Compound | 16 | 17 | 18 | 19 | 20
Giardia kill | 2 | 10 | 10 | 11 | -3
B2AR arrestin | -0.4% | -0.2% | 2.8% | -1.2% | -0.4%
Tb PFK inh | 0% | -4% | -2% | 1% | 1%
GALK inh | -6% | -3% | x | -4% | -2%
Menin MLL FP TR | -6% | -25% | x | x | x
S-ASM inh | 5% | -26% | 0% | 0% | -4%
PKM2 act | -6% | 5% | x | 0% | -4%
BCR signal inh | 9% | u | 3% | 0% | -18%
Coupling enz | 1 | -2 | x | x | 1
PTAP TSG101 blk | -1% | -4% | -2% | -3% | 0%
a7 integrin act | 5% | -12% | -6% | 0% | 20%

[21] C[C@@H]1CN([C@@H](C)CO)C(=O)Cc2cc(NC(=O)C3CCCCC3)ccc2O[C@H]1CN(C)S(=O)(=O)c1ccccc1
[22] CNC(=O)C1Cc2ccccc2CN1S(=O)(=O)c1ccc(OC)c(OC)c1 (stereo unspecified)
[23] Cc1ccc(N(CC(=O)N2CCc3ccccc3C2)S(C)(=O)=O)cc1
[24] CC(=O)C[C@@H](O)CC(=O)[C@H]1OC(=O)[C@H](C)CCCCc2ccccc21
[25] NS(=O)(=O)c1ccc(NC(=O)N[C@@H](Cc2ccccc2)C(=O)O)cc1
Compound | 21 | 22 | 23 | 24 | 25
Giardia kill | -9 | 10 | -11 | -28 | 14
B2AR arrestin | -0.6% | 0.2% | 4.2% | -1.1% | -0.5%
Tb PFK inh | -1% | -5% | 21% | -1% | -8%
GALK inh | x | -2% | -2% | x | -4%
Menin MLL FP TR | x | -8% | -10% | x | -8%
S-ASM inh | -8% | -2% | 2% | 1% | 5%
PKM2 act | x | 8% | 0%[11.5 µM] | x | -1%
BCR signal inh | -1% | 1% | 0% | 1% | 2%
Coupling enz | x | -1 | 3 | x | 2
PTAP TSG101 blk | 0% | -1% | 0% | -5% | -2%
a7 integrin act | -8% | -7% | 0% | 9% | 20%

An excerpt of these results, tab-delimited:
nr	SMILES	Giardia kill	B2AR arrestin	Tb PFK inh	GALK inh	Menin MLL FP TR	S-ASM inh	PKM2 act	BCR signal inh	Coupling enz	PTAP TSG101 blk	a7 integrin act
21	C[C@@H]1CN([C@@H](C)CO)C(=O)Cc2cc(NC(=O)C3CCCCC3)ccc2O[C@H]1CN(C)S(=O)(=O)c1ccccc1	-9	-0.6%	-1%	x	x	-8%	x	-1%	x	0%	-8%
22	CNC(=O)C1Cc2ccccc2CN1S(=O)(=O)c1ccc(OC)c(OC)c1 (stereo unspecified)	10	0.2%	-5%	-2%	-8%	-2%	8%	1%	-1	-1%	-7%
23	Cc1ccc(N(CC(=O)N2CCc3ccccc3C2)S(C)(=O)=O)cc1	-11	4.2%	21%	-2%	-10%	2%	0%[11.5 µM]	0%	3	0%	0%
24	CC(=O)C[C@@H](O)CC(=O)[C@H]1OC(=O)[C@H](C)CCCCc2ccccc21	-28	-1.1%	-1%	x	x	1%	x	1%	x	-5%	9%

Continuation.
[26] CCOc1ccccc1CNC(=O)c1nn(CC)cc1[N+](=O)[O-]
[27] COc1ccccc1C1CCN(Cc2c(C)[nH]c3ccccc23)CC1
[28] Nn1c(Cc2cccc3ccccc23)nnc1SCCOc1ccc(F)cc1
[29] CC(C)Oc1ccc(/C=N/NC(=O)C2CCCN2S(=O)(=O)c2ccc(Cl)cc2)cc1 (stereo unspecified)
[30] COc1ccc(S(=O)(=O)N(C)CC(=O)Nc2ccc3c(c2)OCO3)cc1
[31] COc1ccccc1C(=O)NCCC(=O)NCC1COc2ccccc2O1 (stereo unspecified)
[32] Cc1nnc(SCC(=O)NC(=O)NCCC(C)C)s1
Compound | 26 | 27 | 28 | 29 | 30 | 31 | 32
Giardia kill | 1 | 1 | -9 | 13 | -8 | 4 | 4
B2AR arrestin | -0.2% | -0.4% | 0.2% | x | 0.3% | 0.0% | 0.2%
Tb PFK inh | 0% | 0% | -3% | x | -3% | 13% | -2%
GALK inh | 0% | 0% | 1% | 1% | -3% | x | 16%
Menin MLL FP TR | u | x | 1% | -1% | x | x | -18%
S-ASM inh | 0% | -1% | -1% | -9% | 4% | -5% | 0%
PKM2 act | 1% | 4% | 5% | 0% | -16% | x | -1%
BCR signal inh | 3% | -1% | 2% | x | 19% | u | 0%
Coupling enz | -2 | 1 | 0 | -1 | -1 | x | 0
PTAP TSG101 blk | 1% | 0% | 0% | -4% | -7% | -1% | 1%
a7 integrin act | 13% | -62%[inhibitor] | 0% | -30% | -5% | -22% | -7%

Not all compounds are listed, so the mix of outcomes need not match the whole.
